Ub-GFP proteasome: ubiquitin-GFP accumulation via proteasome inhibition; Ubiquitin-GFP reporter cells, proteasome inhibition, GFP fluorescence; response scale: untreated = 0%, 10 µM MG-132 = 100%; Potency, µM (titrated, usually from 45.9 µM), for the others: top-dose activation (GFP accumulation), most hits filed as activators; 67,000 tested, under 10 active; AID 526; active = well fitted activation curve with a large enough effect, not every such curve was filed as active; inconclusive = small, poorly fitted or top-dose-only effect, or another doubt; inactive = no such curve, though single readings can be large or run the other way; also: potency is read from the fitted curve at half-maximal effect
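U2OS Ub(G76V)-GFP reporter; O/N plating, 0.5% FBS; cpd 46 uM–2.9 nM, 4 h, 37 °C; GFP+ cell count, 488/515 nm; norm. to basal vs 10 uM MG-132; CRC fit.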
GFP derepression: epigenetic GFP locus derepression in mouse cells; AID 597; Potency, µM (titrated, usually from 46.1 µM), for the others: at the top dose GFP derepression (activation); 0.09% of 68,000 active; mouse C127i GFP locus derepression, cytometry, 30 h; also: % of control where 0% means no effect
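Locus derepression in mouse mammary C127i cells whose integrated CMV-GFP reporter is normally silent; GFP expression after 30 h compound treatment was quantified by counting fluorescent cells.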
A350 autofl: compound fluoresces in the Alexa 350 spectral region; Compound autofluorescence, 340/450 nm, Alexa 350 dye-equivalents; active compounds read high; max dye-equivalent concentration, M; 11% of 59,000 active; in the data active = max dye-equivalent concentration above about 10 nM; inconclusive = mostly about 1.1 nM to 9.6 nM
ALOX15 inhib: blocks human 15-lipoxygenase activity; Potency, µM (doses to about 57.1 µM), inactives show top-dose activity change, negative = inhibition, hits mostly inhibitors; purified 15hLO-1, xylenol orange hydroperoxide absorbance; AID 887; P16050; 1.4% of 74,000 active; also: potency is read from the fitted curve at half-maximal effect; % is scaled to controls: 0 for no effect and ±100 for the full control effect; nearly all actives have a fitted effect of over 55% in size
Target sequence (P16050 whole entry, looked up): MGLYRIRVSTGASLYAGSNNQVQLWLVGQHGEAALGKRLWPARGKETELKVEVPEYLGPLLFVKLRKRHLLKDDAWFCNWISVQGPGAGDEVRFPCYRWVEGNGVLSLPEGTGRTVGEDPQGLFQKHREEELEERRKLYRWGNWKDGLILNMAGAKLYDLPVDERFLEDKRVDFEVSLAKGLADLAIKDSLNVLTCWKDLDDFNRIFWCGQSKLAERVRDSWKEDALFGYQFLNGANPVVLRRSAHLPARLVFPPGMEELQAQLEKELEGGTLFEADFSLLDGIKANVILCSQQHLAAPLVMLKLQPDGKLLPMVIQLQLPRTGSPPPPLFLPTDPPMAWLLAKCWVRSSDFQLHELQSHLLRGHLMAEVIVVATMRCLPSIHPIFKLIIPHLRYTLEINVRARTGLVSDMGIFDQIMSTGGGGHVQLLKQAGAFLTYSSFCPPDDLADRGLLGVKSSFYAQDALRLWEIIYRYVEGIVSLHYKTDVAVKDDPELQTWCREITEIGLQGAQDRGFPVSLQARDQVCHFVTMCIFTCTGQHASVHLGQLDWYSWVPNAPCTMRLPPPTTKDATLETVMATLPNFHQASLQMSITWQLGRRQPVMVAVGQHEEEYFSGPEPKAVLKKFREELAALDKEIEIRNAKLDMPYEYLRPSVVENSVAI
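Hydroperoxide formed from arachidonic acid (50 uM) by purified human 15hLO-1 (40 nM) oxidizes ferrous iron, and the ferric-xylenol orange complex is read at 573 versus 405 nm. Compounds were preincubated 15 min; reaction ran 6 min at room temperature.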
4-MU autofl: compound fluoresces in the 4-MU spectral region; max dye-equivalent concentration, M; compound autofluorescence, 340/450 nm, 4-MU equivalents; active compounds read high; AID 589; 11% of 59,000 active; in the data active = max dye-equivalent concentration above about 10 nM; inconclusive = mostly about 1.1 nM to 9.6 nM
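Compounds in 100 mM Tris, pH 8.0, incubated 15 min at room temperature, then fluorescence read at 340 nm excitation/450 nm emission. Signal converted to 4-MU dye-equivalent concentration using an on-plate six-point 4-MU standard curve.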
CRE-bla Fsk: modulators of forskolin-stimulated CRE signaling in CHO cells. Potency, µM (titrated, usually from 38.2 µM), without a hit: at the top dose activity change, negative = inhibition, hits mostly activators. CHO CRE-bla reporter (cAMP response element driving beta-lactamase), forskolin EC10, beta-lactamase ratio. AID 662. 2.5% of 71,000 active; active = well fitted activation curve with a large enough effect in the signal ratio, with a control signal flat, not every such curve was filed as active; inconclusive = small, poorly fitted or top-dose-only effect, or effect the other way, or a change in a side signal; the % refers to the signal ratio; also: potency is read from the fitted curve at half-maximal effect; % of control where 0% means no effect
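qHTS titration format; CRE-bla CHO reporter; stimulus EC10 NKH 477, a water-soluble forskolin. Read: CCF4 460/530 nm ratio. Potency expressed as AC50 for activators or inhibitors.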
HBB splice mod: modulators of hemoglobin beta chain splicing; 0.06% of 65,000 active; HBB splicing reporter cell assay, activation; EGFP reporter with mutant IVS2-654 intron; response scale: normalised to 500 nM splice-correcting PNA; AID 925; Potency, µM (titrated, usually from 46.1 µM), for inactives: at the top dose activation, actives largely listed as activators; also: potency is read from the fitted curve at half-maximal effect; 0% is about no effect
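Compounds were applied for 2 days to HeLa EGFP-654 cells, 500/well in Optimem with 2% FCS. The reporter's EGFP is disrupted by mis-splicing of beta-globin intron IVS2-654. Readout: summed well GFP fluorescence from 488 nm laser scanning; reference was 500 nM antisense […] 654 PNA.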
BRCT PPI red: disrupts BRCA1 BRCT binding to phosphoprotein, red fluorophore readout | P38398 | BRCT-phosphopeptide binding, red fluorescence polarization | Potency, µM (titrated, usually from 76.9 µM), for inactives: at the top dose activity change, negative = inhibition, hits mostly inhibitors | 0.03% of 75,000 active; also: % is scaled to controls: 0 for no effect and ±100 for the full control effect
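Rhodamine-labelled pBACH1 10-mer (100 nM) bound to BRCT domain (100 nM) at pH 7.3; compounds incubated 12 min room temperature, polarization read. Free peptide defines full inhibition; unlabelled decapeptide titrated as control.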
Hsp90 Hop PPI: changes Hsp90-Hop TPR2A binding signal, up or down; Potency, µM (series often up to 57 µM), for the others: at the highest dose activity change, negative = inhibition; 0.44% of 71,000 active; AlphaScreen TPR2A-His6 binding biotin-Hsp90 C-terminal peptide; active = well fitted curve in either direction with a large enough effect; inconclusive = small, poorly fitted or top-dose-only effect, or another doubt; also: potency is read from the fitted curve at half-maximal effect; % is scaled to controls: 0 for no effect and ±100 for the full control effect; many of its hits are not listed in these tables
Pol III holo inh: blocks replication by bacterial DNA polymerase III holoenzyme. reconstituted DNA polymerase III holoenzyme replication, biochemical. Potency, µM (highest dose often 57.1 µM), for the others: at the top dose activity change, negative = inhibition. 0.25% of 71,000 active; also: potency is read from the fitted curve at half-maximal effect; % is scaled to controls: 0 for no effect and ±100 for the full control effect
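Reconstituted *E. coli* holoenzyme (0.35 nM Pol III, 1 nM beta, 154 nM SSB, 2 nM primase) was preincubated with compound for 15 min at RT. Synthesis on 1.4 nM ssM13Gori ran 35 min, then was stopped with PicoGreen/EDTA and read as dsDNA fluorescence.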
BRCT PPI green: blocks human BRCA1 BRCT binding to phosphopeptide, green readout. 0.05% of 75,000 active. BRCA1 BRCT-phosphopeptide binding, green fluorescence polarization. AID 875. P38398. Potency, µM (titrated, usually from 76.9 µM), for the others: at the highest dose activity change, negative = inhibition, hits mostly inhibitors;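 also: potency is read from the fitted curve at half-maximal effect; plate controls were peptide without protein for full effect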
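Fluorescence polarization: His-tagged BRCT (~35 kDa BRCA1 C-terminus, 250 nM) bound to 100 nM fluorescein-labeled phosphorylated 10-aa BACH1 peptide, pH 7.3 phosphate buffer with DTT and Tween 20. Compounds incubated 12 min at room temperature; inhibition read as lowered polarization.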
* marks the source's active call; other numbers are inactive results; i = inactive; ? = inconclusive; . = not tested or not shown; [ ] = another dose, or the depositor's remark. Unless noted, calls follow the shape of the dose curve; as a rule, active = well fitted curve in the direction sought with a large enough effect; inconclusive = small, poorly fitted or top-dose-only effect, or another doubt; inactive = no such curve, though single readings can be large; an effect the other way counts as inactive or inconclusive.

Every second line gives: Ub-GFP proteasome | GFP derepression | A350 autofl | ALOX15 inhib | 4-MU autofl | CRE-bla Fsk | HBB splice mod | BRCT PPI red | Hsp90 Hop PPI | Pol III holo inh | BRCT PPI green
COC(=O)C1=C(C)NC(=O)C1(NC(=O)c1cccnc1)C(F)(F)F (configuration not stated)
  -5% | 1% | i | 6% | i | 5% | -0.4% | 0.7% | 2% | -6% | -1.4%
CCCC(=O)Nc1cccc(NC(=O)CN2CCN(c3ccccc3OC)CC2)c1
  4% | 4% | i | -2% | i | -1% | . | -0.4% | -4% | -3% | -1.4%
O=c1c2c3c(sc2n2cnnc2n1CCc1ccccc1)CCCC3
  5% | 5% | i | -4% | i | 8% | 1.1% | -2.5% | -5% | -7% | -0.4%
O=C(CSc1nnc(C2COc3ccccc3O2)o1)NC1CCCCC1 (configuration not stated)
  9% | -5% | . | -21% | . | -6% | 0.5% | 0.2% | 1% | 4% | -6.5%
COc1ccc2nc(NC(=O)CSc3nc4ccccc4o3)sc2c1
  -2% | -1% | i | -1% | i | 1% | -1.1% | 1.4% | -3% | 0% | -3.3%
CC1CCCN(C(=O)C(Cc2ccccc2)n2cccc2)C1 (configuration not stated)
  5% | -2% | . | 2% | . | -3% | -0.2% | 0.4% | -2% | 0% | -0.3%
COc1ccc(NC(=O)c2ccc3c(=O)n(Cc4ccco4)c(=S)[nH]c3c2)c(OC)c1
  13% | 4% | i | ? | i | ? | 0.3% | -0.3% | -2% | 0% | -4.1%
Cc1cc(C(F)(F)F)nn1CC(=O)N1CCCC1
  0% | -2% | i | 2% | i | -7% | -1.3% | -0.5% | -4% | -6% | -1.1%
COc1ccc(OC)c(N(CC(=O)Nc2ccc(NC(C)=O)cc2)S(C)(=O)=O)c1
  6% | -3% | i | 2% | i | -11% | 0.2% | -0.7% | -2% | -4% | -0.5%
COc1ccc(C(=O)NCc2cn3c(C)csc3n2)cc1OC
  1% | 0% | i | 6% | i | ? | -0.3% | -0.5% | ? | 1% | 1.8%
Cc1nc2sc(C(c3ccco3)N3CCN(c4ccccc4)CC3)c(O)n2n1 (configuration not stated)
  1% | . | . | 12% | . | 11% | -0.4% | 0.6% | -27% | -2% | -2.7%
CCn1c(SCC(=O)Nc2ccccc2C(=O)OC)nnc1-c1ccoc1C
  -3% | 1% | i | 5% | i | ? | 0.0% | 0.1% | -4% | -3% | -1.3%
Nc1cccc(N)c1
  . | . | . | -29% | . | -4% | 2.8% | -1.0% | 1% | -7% | -3.6%
CC(C)(C)n1nc2c(c1NC(=O)c1ccc(S(=O)(=O)N3CCCC3)cc1)CS(=O)C2 (configuration not stated)
  -4% | 2% | i | 5% | i | -1% | 0.4% | -0.7% | 1% | 6% | -3.5%
CCOCCOC(=O)COc1ccc(N2C(=O)c3ccccc3C2=O)cc1
  -10%[9.17 µM] | -2% | . | 0%[11.4 µM] | . | ? | -2.5%[0.0738 µM] | -0.1% | -5%[11 µM] | -8%[11.4 µM] | 0.7%

3 entries already listed, ordered by SMILES length, ascending.
Every second line gives: Ub-GFP proteasome | GFP derepression | A350 autofl | ALOX15 inhib | 4-MU autofl | CRE-bla Fsk | HBB splice mod | BRCT PPI red | Hsp90 Hop PPI | Pol III holo inh | BRCT PPI green
Nc1cccc(N)c1
  . | . | . | -29% | . | -4% | 2.8% | -1.0% | 1% | -7% | -3.6%
Cc1nc2sc(C(c3ccco3)N3CCN(c4ccccc4)CC3)c(O)n2n1 (configuration not stated)
  1% | . | . | 12% | . | 11% | -0.4% | 0.6% | -27% | -2% | -2.7%
COc1ccc(OC)c(N(CC(=O)Nc2ccc(NC(C)=O)cc2)S(C)(=O)=O)c1
  6% | -3% | i | 2% | i | -11% | 0.2% | -0.7% | -2% | -4% | -0.5%

Next part:
Every second line gives: Ub-GFP proteasome | GFP derepression | A350 autofl | ALOX15 inhib | 4-MU autofl | CRE-bla Fsk | HBB splice mod | BRCT PPI red | Hsp90 Hop PPI | Pol III holo inh | BRCT PPI green
N#CC1=C2SCN(Cc3ccccc3)CN2C(=O)CC1c1cccs1 (configuration not stated)
  9% | . | . | ? | . | 10% | -0.4% | -0.9% | -4%[2.3 µM] | -6% | -5.3%
O=C(CN1C(=O)NC2(CCc3ccccc32)C1=O)Nc1cc(C(F)(F)F)ccc1N1CCOCC1 (configuration not stated)
  -5% | -2% | ? | -7% | i | -4% | -0.7% | 0.7% | -5% | -3% | -1.3%
Cn1c(C(=O)N(Cc2ccccc2)Cc2cccs2)cc2sccc21
  2% | -1% | i | -7% | i | -3% | . | 0.3% | ? | 0% | 0.4%
CCn1cnc2c1c(=O)n(Cc1csc(-c3ccccc3)n1)c(=O)n2Cc1ccccc1
  1% | -1% | i | 10% | i | ? | -0.3%[57.5 µM] | 0.0% | -1% | -1% | 4.0%
COc1ccc(S(=O)(=O)Nc2ccccn2)cc1OC
  0% | 0% | i | 1% | i | -5% | -1.4% | -0.1% | 0% | -5% | -3.5%
CC(C)c1ccc(NC(=O)C(c2ccccc2)N2CCN(C=O)CC2)cc1 (configuration not stated)
  -9% | 2% | i | -4% | i | -5% | -1.5% | -1.1% | 3% | 0% | 0.7%
CCC(C(=O)Nc1ccccc1C(=O)N1CCCC1)N1C(=O)c2ccccc2C1=O (configuration not stated)
  -4% | 0% | i | 9% | i | -2% | 0.4% | 0.2% | -3% | -2% | 0.1%
Cc1ccc(-c2nc(S(=O)(=O)c3ccc(F)cc3)c(SCC(=O)NCC3CCCO3)o2)cc1 (configuration not stated)
  6% | 1% | i | 2% | i | -3% | -2.3% | -0.8% | 2% | -11% | -1.0%
Cc1ccc2[nH]c(=S)cc(C)c2c1
  -4% | 0% | i | 3.2µM* | i | ? | 1.5% | 0.3% | 2% | -4% | 0.2%
COc1cc(S(=O)(=O)NC2CCCCC2)ccc1Cl
  0% | -5% | i | ? | i | 3% | -0.1% | 0.7% | 11% | -1% | 1.0%
COC(=O)c1cc(-c2c[nH]c3ccccc23)n[nH]1
  -3% | -3% | i | -11% | i | -16% | -0.4% | -0.7% | -6% | -3% | -5.4%
N#Cc1nc(-c2ccc(F)cc2)oc1NCc1cccc2c1OCO2
  9% | 0% | . | 13µM* | . | 10µM* | -0.3% | -1.6% | -3% | -2% | -2.6%
COCCCn1c(Cc2csc(Nc3cccc(Cl)c3)n2)nnc1SCC(=O)OC
  -4% | -2% | i | -5% | i | 11% | . | -1.4% | -9% | -8% | -2.7%
Cc1ccc(N(CC(=O)Nc2ccc3c(c2)OCCO3)S(=O)(=O)c2c(C)noc2C)cc1
  4% | 6% | i | 0% | i | -8% | -0.5% | -2.4% | 0% | 2% | -1.6%
O=C(NCc1ccccc1)N1CCN(c2ccc(Cl)c(Cl)c2)CC1
  -6% | 6% | i | 1% | i | -3% | 0.1% | -0.7% | -3% | -4% | -1.9%
Cc1cc(=O)[nH]c(SCC(=O)NCCOc2ccccc2)n1
  17% | -2% | . | 8% | . | -5% | -1.3%[9.22 µM] | -1.1% | 0% | -3% | -0.3%
CCCCOc1ccc(C(=O)CCNC(C(=O)O)C(C)CC)cc1 (configuration not stated)
  0% | 5% | i | -13% | i | -9% | 0.2% | 0.1% | 0% | -4% | 0.3%
COc1ccc(N2CC(C)Cn3c2nc2c3c(=O)n(CCN3CCOCC3)c(=O)n2C)cc1 (configuration not stated)
  . | 0% | i | -7% | i | ? | 2.2%[0.369 µM] | 0.3% | -2% | 7% | -2.5%
CCOc1cc2c(cc1OCC)C(C(=O)O)C(c1ccc(OC)c(O)c1)N(C)C2=O (configuration not stated)
  14% | 1% | i | 7% | i | ? | -1.3% | -1.2% | 2% | -2% | 1.0%
CCN(CC)CCOCCOC(=O)C1(c2ccccc2)CCCC1
  2% | -1% | i | -25% | i | ? | 1.2%[20.6 µM] | 1.0% | -3% | -3% | -1.1%[3.08 µM]
O=C(CSc1nnc(Cc2cccs2)n1C1CCCCC1)N1CCN(C(=O)c2ccco2)CC1
  -4% | 1% | i | 4% | i | -10% | -1.9% | 2.4% | -1% | -2% | 0.9%
COC(=O)c1ccc(C(NC(=O)OCc2ccccc2)/C(C)=C/[C@@H](C)C(=O)NCc2cccnc2)cc1 (some centres not stated)
  . | . | . | 10% | . | -4% | -0.2% | -1.3% | -4% | 2% | -1.0%
C=CCNC(=O)c1oc2ccc(S(=O)(=O)N(CC)CC)cc2c1C
  11% | -1% | i | 1% | i | 8% | -1.5% | -1.6% | 7% | 0% | 1.5%
COc1ccc(CC(=O)N2CCN(c3ccccn3)CC2)cc1OC
  -1% | 3% | i | 3% | i | -4% | -0.9% | -0.6% | -3% | -2% | 0.6%

Assay outcomes deposited in PubChem by National Center for Advancing Translational Sciences (NCATS).
